TCR CD3 inh = inhibitors of human TCR-CD3 interaction. 360,000 compounds, 0.37% hits. TAMRA-labeled TCR probe fluorescence, biochemical. inhibition, % at 9.4 µM. AID 651800; in the data active means inhibition above about 19%;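 further: recombinant mutant TCR 2C K166C tagged with TAMRA read by polarization; 0% = receptor in buffer alone and 100% = receptor with positive control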
rCAG binder = r(CAG) repeat RNA binding | TO-PRO-1 dye displacement fluorescence | inhibition, % at 3 µM | 370,000 compounds, 1.3% hits;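 active means inhibition above the plate cutoff, the mean of all test compounds on that plate plus 3 SD, cut at about 35% in these data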;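 further: 0% = DMSO alone and 100% = 100 µM mitoxantrone as full dye displacement; higher means more dye released from RNA so lower well fluorescence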
GC-A act = GC-A (human) enzyme activation | P16066 | HEK293 GC-A cells, cGMP TR-FRET, EC30 ANP; 0% at EC30 ANP, 100% saturating ANP | activation, % at 10 µM | 370,000 compounds, 0.14% hits | AID 1671463; in the data active means activation above about 40%
GC-B act = GC-B (human) receptor activation | P20594 | 370,000 compounds, 0.11% hits | AID 1920062 | HEK293-GC-B cells, CNP EC30, cGMP TR-FRET; 0% at EC30 CNP, 100% saturating CNP | activation, % at 10 µM;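 active means activation at 10 µM reaching about 35% in either raw or pattern-adjusted values, limit read from the data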
HTRA1 inh = HTRA1 (human) protease inhibition; 340,000 compounds, 0.5% hits; inhibition, % at 5.96 µM; recombinant HTRA1, FP-rhodamine activity-based probe, fluorescence polarization; AID 504803; in the data active means inhibition above about 36%;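 further: 0% = enzyme with DMSO and 100% = wells lacking enzyme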
MBD2 DNA inh = blocks human MBD2 binding to methylated DNA; Q9UBB5; TR-FRET, MBD2 binding to methylated oligonucleotide; inhibition, % at 4.4 µM; 370,000 compounds, 0.31% hits; AID 686964; in the data active means inhibition above about 13%
PRMT1 FP inh = PRMT1 (human) inhibition, primary screen; Q99873; recombinant PRMT1, activity-based probe fluorescence polarization; inhibition, % at 2.79 µM; 370,000 compounds, 1.3% hits; AID 652257;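 active means inhibition above about 21% made by adding two undisclosed values, limit read from the data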
Target sequence (Q99873 whole entry, looked up): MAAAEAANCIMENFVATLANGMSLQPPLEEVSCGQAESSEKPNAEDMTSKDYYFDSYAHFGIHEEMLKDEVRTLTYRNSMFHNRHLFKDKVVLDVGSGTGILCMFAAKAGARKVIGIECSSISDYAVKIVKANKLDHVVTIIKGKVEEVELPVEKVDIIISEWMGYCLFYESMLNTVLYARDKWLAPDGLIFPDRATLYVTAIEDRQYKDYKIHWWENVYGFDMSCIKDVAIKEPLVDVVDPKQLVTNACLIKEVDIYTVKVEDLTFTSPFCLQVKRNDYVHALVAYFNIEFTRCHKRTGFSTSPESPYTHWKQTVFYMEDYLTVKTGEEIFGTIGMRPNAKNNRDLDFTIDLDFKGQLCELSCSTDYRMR
SIAE inh = human SIAE inhibition, primary screen; inhibition, % at 9.66 µM; SIAE FP-Rh probe binding, fluorescence polarization; 370,000 compounds, 0.69% hits; Q9HAT2;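 active means inhibition above a cutoff: mean of compounds within the control limits plus 3 SD of those, cut at about 17% in these data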;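 further: 0% = plate median of compound wells and 100% = probe without SIAE protein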
mABHD4 FP = inhibits mouse alpha/beta hydrolase domain 4 | purified mABHD4, FP-Rh probe fluorescence polarization | inhibition, % at 8.92 µM | AID 720543 | 370,000 compounds, 0.54% hits;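 active means inhibition exceeding the mean over every tested compound plus 3 SD, cut at about 30% in these data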;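 further: 0% = plate median of compound wells and 100% = S159A mutant with DMSO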
Target sequence (Q8VD66 whole entry, looked up, the tested form may be a part): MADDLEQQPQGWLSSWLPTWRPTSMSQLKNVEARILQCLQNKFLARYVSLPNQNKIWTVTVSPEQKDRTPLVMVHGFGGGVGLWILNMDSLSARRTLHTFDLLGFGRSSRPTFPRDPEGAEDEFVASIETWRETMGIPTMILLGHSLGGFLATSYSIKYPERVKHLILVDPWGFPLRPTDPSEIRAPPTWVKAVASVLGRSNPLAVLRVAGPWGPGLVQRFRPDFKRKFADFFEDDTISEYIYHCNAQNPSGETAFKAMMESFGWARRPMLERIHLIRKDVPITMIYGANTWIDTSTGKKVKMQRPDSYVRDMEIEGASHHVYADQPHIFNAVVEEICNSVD
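Doses – 8.92 µM, single dose · Material – wild-type mouse ABHD4 protein · Replication – single well per compound (singlicate) · Measure – percent inhibition of probe binding, normalized to plate controls · Schedule – 45 min compound pre-incubation plus 60 min probe step, 25 °C · Detection – fluorescence polarization with parallel and perpendicular emission, 525/598 nm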
UHRF1 binding = human UHRF1 methylated DNA binding inhibitors. Q96T88. 370,000 compounds, 0.75% hits. inhibition, % at 4.4 µM. UHRF1 binding to methylated oligo, TR-FRET; in the data active means inhibition above about 21%;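 further: UHRF1 SRA domain binding a hemimethylated CpG hairpin DNA probe; 0% = median of test compound wells and 100% = reference inhibitor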
* hit, by the source's call; · = not tested or not shown. A portion of the library; rates above refer to the full screens.

SMILES	TCR CD3 inh	rCAG binder	GC-A act	GC-B act	HTRA1 inh	MBD2 DNA inh	PRMT1 FP inh	SIAE inh	mABHD4 FP	UHRF1 binding
CC(=O)c1c(C)[nH]c(C(=O)COc2cc(C)cc(C)c2)c1C	-13	-2	3	0	-6	4	0	-6	3	3
O=S(=O)(/N=C(/Nc1ccc(F)c(F)c1F)c1ccccc1)c1ccccc1	-3	3	2	2	2	0	1	-1	-1	2
CC(C)(C)NS(=O)(=O)c1ccc(NC(=O)C2CCCO2)cc1 (stereo unspecified)	2	-2	5	3	0	5	-7	-2	4	-2
CN(C(=O)COc1ccccc1C(=O)NCc1ccccc1)C1CCS(=O)(=O)C1 (stereo unspecified)	2	2	-2	2	-2	1	-2	2	2	-1
Cc1cc(NC(=O)c2ccccc2)sc1C	5	11	7	-1	-2	0	4	4	-6	1
CSCCC(c1nnnn1Cc1ccccc1)N1CCN(C/C=C/c2ccccc2)CC1 (stereo unspecified)	2	0	1	-2	·	-2	0	-1	-1	0
CCOC(=O)Nc1ccc2c(c1)Cc1cc([N+](=O)[O-])ccc1-2	-3	10	17	11	2	-3	-1	-4	-3	-2
O=S(=O)(Cc1ccccc1Cl)N1CCN(Cc2ccc3c(c2)OCO3)CC1	-1	-3	2	2	-4	9	1	1	1	2
Cc1ccccc1NS(=O)(=O)c1cccc(C(=O)Nc2cccc(C(=O)O)c2)c1	7	13	3	1	7	1	0	-2	-16	-1
O=C(NCCCN1CCC(Cc2ccccc2)CC1)C1CCN(S(=O)(=O)N2CCC3(CC2)OCCO3)CC1	1	-9	4	-2	6	0	-3	4	6	1
FC(F)(F)c1cccc(Cc2noc(CN3CCCCC3c3ccccn3)n2)c1 (stereo unspecified)	4	-10	0	1	-2	0	-2	14	-3	-1
COC(=O)c1ccc(/C=N/NC(=O)C2CC(=O)N(c3ccc(OC)cc3)C2)cc1 (stereo unspecified)	1	-1	0	2	4	-4	-3	-2	-6	-3
CC(C)C(=O)N1CCCC1(C)C(=O)Nc1ccc(F)cc1 (stereo unspecified)	-7	2	-1	1	·	2	-2	-1	1	1
CC(=O)c1c(C)[nH]c(C(=O)COC(=O)c2ccc3c(=O)n4c(nc3c2)CCC4)c1C	-2	3	0	5	2	-4	0	-4	2	-1
COc1cccc(NC(=O)[C@H](CC(C)C)NC(=O)[C@@H]2Cc3ccccc3CN2)c1	3	-3	-3	-4	-1	1	-2	4	-5	-1
COc1ccccc1NC(=O)c1ccc(NC(=O)COC(=O)c2ccc(O)cc2)cc1	1	8	-6	0	-20	-8	0	-16	-14	0
COc1ccc(NC(=O)C(c2ccc(OC)cc2)N(C)C(=O)CNC(C)=O)cc1 (stereo unspecified)	4	3	0	2	8	-1	1	3	3	2
CCOc1ccccc1CN1CCN(CCCn2cccn2)CC1CCO (stereo unspecified)	1	-4	2	-5	-3	1	-4	6	4	5
Cc1cccc(C)c1N(CC(=O)N1CCCC1)S(C)(=O)=O	2	0	-4	1	-1	-6	-1	7	2	1
CCOC(=O)c1[nH]c(=S)n(-c2ccccc2)c1C(=O)OCC	-7	2	-4	-7	7	5	48*	5	-8	5

Given with bars between the fields: 7 of the compounds above.
molecule | TCR CD3 inh | rCAG binder | GC-A act | GC-B act | HTRA1 inh | MBD2 DNA inh | PRMT1 FP inh | SIAE inh | mABHD4 FP | UHRF1 binding
Cc1cc(NC(=O)c2ccccc2)sc1C | 5 | 11 | 7 | -1 | -2 | 0 | 4 | 4 | -6 | 1
O=S(=O)(Cc1ccccc1Cl)N1CCN(Cc2ccc3c(c2)OCO3)CC1 | -1 | -3 | 2 | 2 | -4 | 9 | 1 | 1 | 1 | 2
CCOc1ccccc1CN1CCN(CCCn2cccn2)CC1CCO (stereo unspecified) | 1 | -4 | 2 | -5 | -3 | 1 | -4 | 6 | 4 | 5
O=C(NCCCN1CCC(Cc2ccccc2)CC1)C1CCN(S(=O)(=O)N2CCC3(CC2)OCCO3)CC1 | 1 | -9 | 4 | -2 | 6 | 0 | -3 | 4 | 6 | 1
Cc1cccc(C)c1N(CC(=O)N1CCCC1)S(C)(=O)=O | 2 | 0 | -4 | 1 | -1 | -6 | -1 | 7 | 2 | 1
CC(C)(C)NS(=O)(=O)c1ccc(NC(=O)C2CCCO2)cc1 (stereo unspecified) | 2 | -2 | 5 | 3 | 0 | 5 | -7 | -2 | 4 | -2
CC(C)C(=O)N1CCCC1(C)C(=O)Nc1ccc(F)cc1 (stereo unspecified) | -7 | 2 | -1 | 1 | · | 2 | -2 | -1 | 1 | 1

Carrying on.
SMILES	TCR CD3 inh	rCAG binder	GC-A act	GC-B act	HTRA1 inh	MBD2 DNA inh	PRMT1 FP inh	SIAE inh	mABHD4 FP	UHRF1 binding
COc1ccc(CN2CCNC(=O)C2CC(=O)N(C)Cc2ccon2)c(F)c1 (stereo unspecified)	6	1	0	1	-3	-5	3	-2	7	-2
Nc1nc(SCc2ccccc2)ns1	6	1	-3	1	-2	-5	23*	7	-1	3
O=C(O)c1ccc(C(=O)Nc2ccc(F)cc2)cc1	2	0	-1	-1	-1	-1	-2	-5	-2	2
CC(=O)c1cc(-c2ccccc2)n(CC(=O)NCc2ccc(F)cc2)c1C	·	5	-4	-12	·	3	-2	-2	2	0
O=C(CN1C(=O)c2ccc([N+](=O)[O-])cc2C1=O)NCCC1=CCCCC1	2	-2	-2	2	2	3	-1	4	7	12
COc1ccc(N(CC(C)C)S(=O)(=O)c2nnc(NC(=O)CC(C)C)s2)cc1	6	0	-5	0	-3	-2	-3	3	-1	-1
O=C(O)CN1C(=O)/C(=C\c2cc(Br)ccc2OCc2ccccc2F)SC1=S	-12	65*	1	2	-80	1	18	-13	-12	2
Nc1cc2nsnc2cc1Br	2	6	-15	-15	36	3	40*	5	19	4
O=[N+]([O-])c1ccc(OCc2cn([C@@H](CO)c3ccccc3)nn2)c(Br)c1	-4	2	-12	-14	-7	6	0	-7	-5	-1
O=C(CN1C(=O)COc2ccccc21)NCCCN1CCCCC1	10	0	4	3	4	-3	-2	2	2	1
COc1ccc(Cl)cc1NC(=O)c1nnn(CC(=O)Nc2ccc3c(c2)OCO3)c1N	3	11	0	-1	-6	8	5	-42	-21	-3
Cc1n[nH]c(=S)n1-c1ccc(Cl)cc1	0	-2	2	-2	1	-6	-2	13	1	-1
CS(=O)(=O)c1ccc(Cl)c(NC(=O)Cc2c(Cl)cccc2Cl)c1	-4	1	-1	9	-6	3	1	-7	4	0
CN1CCN(c2ccccc2NC(=O)c2cc3c(s2)-c2ccccc2OC3)CC1	-5	-4	5	-9	-5	0	-2	7	-2	-3
Cc1nc2c(OCCOc3ccccc3)cccn2c1N(C)C(=O)CCC1CCCC1	-11	-3	-8	0	·	1	5	1	7	-2
CC(C)NC(=O)C1(C)CCN1C/C=C/c1ccccc1 (stereo unspecified)	-7	0	2	1	·	-6	-1	-6	-17	4
O=C(O)c1ccccc1C(=O)c1ccc2oc(=O)[nH]c2c1	4	9	1	1	8	1	-1	4	5	1
CCOC(=O)C1=C(O)C(=O)N(Cc2cccnc2)C1c1ccc(OC)cc1 (stereo unspecified)	-4	-1	1	-1	·	1	2	-3	-2	0
CC1CC(C)CN(CCCNS(=O)(=O)c2ccc3c(c2)oc(=O)n3C)C1 (stereo unspecified)	2	-4	-2	-2	2	-2	-2	-2	2	-1
CCCCN=Cc1sc2ccc(OCC)cc2c1O	5	-1	-1	8	-3	-1	30*	3	-2	2
CCS(=O)(=O)Nc1ccc2c(c1)C(=O)N(C)[C@@H]1CC[C@H](CC(=O)NCCOC)O[C@H]1CO2	·	0	0	-1	·	1	-1	6	-1	2
Cc1ccc2nc(N/C(=N/S(=O)(=O)c3ccc(F)cc3)c3ccccc3)sc2c1	-5	27	-2	-1	-6	3	-1	1	-14	-1
Cc1[nH]c(C)c(S(=O)(=O)Nc2cccc(Cl)c2C)c1C(=O)N1CCCCC1	-7	-2	-4	-6	-1	-3	-2	-2	-2	-3
COc1cc(/C=N/NC(=O)c2cccc(S(=O)(=O)N3CCOCC3)c2)cc(OC)c1O	-2	1	-3	-4	-6	-9	-1	16	-3	-2
CCCn1c(N)c(N(CCOC)C(=O)c2cc3c(s2)CCCCC3)c(=O)[nH]c1=O	12	-2	0	-3	-3	1	0	-1	-3	-1
CCOc1nc2ccccc2nc1NS(=O)(=O)c1ccc(Cl)cc1	-6	40*	6	-1	-3	6	8	-2	-15	7
O=S(=O)(c1ccccc1)c1nnn2c1nc(NC1CCN(Cc3ccccc3)CC1)c1ccccc12	-8	12	3	3	-23	-1	1	0	-3	2
CC(C)NC(=O)N1CCN(c2ccncc2S(=O)(=O)N2CCCCC2)CC1	-1	-4	1	2	-5	8	0	-4	5	7
CCOc1ccc2oc(C(=O)N(Cc3nnc(-c4ccccc4Cl)o3)C3CC3)c(C)c2c1	3	1	-2	2	-36	4	1	-3	-10	1
Cc1ccccc1C(=O)N1CCN(c2ccccn2)CC1	-5	-1	0	2	-1	5	-2	0	8	-2
Cc1cc(NC(=O)CCOc2ccc(F)cc2)no1	13	0	5	1	0	-6	-3	7	1	5
COc1ccc(-c2noc(CN(C)C(=O)Nc3ccccc3)n2)cc1	3	-5	7	1	-5	1	0	6	-8	12
COCc1ccc(CN2CCC(n3nccc3NC(=O)CCCc3ccccc3)CC2)o1	0	-3	2	0	-1	-2	4	3	4	3
Cc1cc(=O)n(CCO)c(O)c1C#N	-10	-2	3	-5	5	-7	6	9	3	-8
Cc1cc(NC(=O)CSc2cc(Cl)ccc2Cl)n(-c2ccccc2)n1	-1	6	0	-9	-15	0	0	-8	-22	17
Cc1ccc(-c2csc(NC(=O)C3CSC4(C)CCC(=O)N34)n2)cc1 (stereo unspecified)	1	-1	39	7	-6	3	9	-3	-9	7
CC1(C(=O)NS(=O)(=O)c2ccccc2Cl)CCN1C(=O)c1ccccc1 (stereo unspecified)	3	5	3	6	·	-3	0	3	0	-2
OCC1(Cc2ccc(Cl)cc2)CCN(CCCc2ccccc2)CC1	6	-5	-1	-7	·	-2	-2	-7	-1	-1
CC(C)=CCC1=C(OCC(=O)O)C(=O)c2ccccc2C1=O	-7	13	-8	1	17	-3	15	14	19	12
O=C(CSc1nc2ccccc2s1)Nc1ccc2c(c1)oc1ccccc12	24*	13	2	-4	-15	-4	-5	7	-10	-5
CCn1nc(C)c(CNC(=O)Nc2ccccc2C(=O)OC)c1C	3	-5	-1	10	-2	-1	-2	-2	3	4
COc1ccc(C2SCCN2C(=O)c2ccc([N+](=O)[O-])cc2)cc1 (stereo unspecified)	-1	0	-7	-1	-5	-1	2	3	4	3
CC(C(=O)Nc1sc2c(c1C(=O)NCC1CCCO1)CCC2)N1C(=O)c2ccccc2C1=O (stereo unspecified)	-5	6	-3	6	-14	1	2	1	0	5
Cc1ccccc1OCC(=O)NNC(=O)c1ccc(-n2cncn2)c([N+](=O)[O-])c1	-1	7	-2	-9	0	-3	1	-7	-1	-1
Cn1ncc([N+](=O)[O-])c1C(=O)Nc1cccc(Cl)c1	-2	-3	3	1	-1	-3	3	-1	-1	3
Cc1ccc(C(=O)COC(=O)CN2C(=O)C3C4CCC(C4)C3C2=O)cc1C (stereo unspecified)	5	-10	7	6	7	5	0	-2	3	-1
CSc1ccc(CNCc2ccc3c(c2)OCO3)cc1	7	1	-4	-7	7	6	18	-1	7	1
COc1ccc(NCc2nnc(SCc3ccc(Cl)cc3)n2-c2ccccc2)cc1	-4	-3	-17	1	-10	1	2	5	2	1
CCc1nc2ccc(C(=O)Nc3cccc(NS(C)(=O)=O)c3)cn2c1N(CC)Cc1cccc(Br)c1	0	5	-6	-4	·	-5	-4	-12	-39	0
Cc1occc1-c1nnc(SCC(=O)NC2CCCCC2)o1	0	4	0	-1	-2	0	-4	-5	2	-1
